From PubChem
EPAC2 ag = qHTS for Agonist of cAMP-regulated guanine nucleotide exchange factor 4 (EPAC2): primary screen. 0.079% of 360,000 active. AID 720711, 2013. Potency, µM (series often up to 154 µM), inactives show at the top dose activation, hits mostly activators. EPAC2 activation, biochemical qHTS; response scale: 100% = 6.5 mM cAMP response. Rap guanine nucleotide exchange factor 4 (Homo sapiens), Q8WZA2; further: potency means the concentration at half of the fitted maximal effect; nearly all actives have a fitted effect of over 50% in size
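Compounds were added across a concentration range to EPAC2 (100 nM), RAP1B-BODIPY-GDP (250 nM) and GDP (50 uM). After 5 min at room temperature, fluorescence was recorded at 5-min intervals for 30 min.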
IL-2 act = qHTS of IL-2 Activators. IL-2 activation reporter assay, cell-based qHTS; stimulated with anti-CD3/CD4/CD28 beads; in transgenic mouse T cells. activation, % (series mostly up to about 46 µM). 0.065% of 360,000 active; in the data active means activation above about 50%; inconclusive means mostly about 30% to 49%; further: 0% is about no effect
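Unstimulated transgenic mouse T cells preincubated 60 min with compound, then stimulated with anti-CD3/anti-CD4-coated beads plus anti-CD28 for 18 h at 37 degrees C. IL-2 response read as EGFP and DsRed fluorescence by plate cytometry.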
EPAC1 antagonist = qHTS for Antagonist of cAMP-regulated guanine nucleotide exchange factor 3 (EPAC1): primary screen; Rap guanine nucleotide exchange factor 3 (Homo sapiens), O95398; EPAC1 GEF assay, Rap1b-BODIPY-GDP exchange fluorescence; Potency, µM (highest dose often 115 µM), inactives show at the highest dose activity change, negative = inhibition, usual class: inhibitors; 0.14% of 360,000 active; AID 720709, 2013;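 further: potency means the concentration at half of the fitted maximal effect; plate controls were vehicle for no effect and positive control for full effect; nearly all actives have a fitted effect of over 50% in size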
Target sequence (O95398 whole entry, looked up): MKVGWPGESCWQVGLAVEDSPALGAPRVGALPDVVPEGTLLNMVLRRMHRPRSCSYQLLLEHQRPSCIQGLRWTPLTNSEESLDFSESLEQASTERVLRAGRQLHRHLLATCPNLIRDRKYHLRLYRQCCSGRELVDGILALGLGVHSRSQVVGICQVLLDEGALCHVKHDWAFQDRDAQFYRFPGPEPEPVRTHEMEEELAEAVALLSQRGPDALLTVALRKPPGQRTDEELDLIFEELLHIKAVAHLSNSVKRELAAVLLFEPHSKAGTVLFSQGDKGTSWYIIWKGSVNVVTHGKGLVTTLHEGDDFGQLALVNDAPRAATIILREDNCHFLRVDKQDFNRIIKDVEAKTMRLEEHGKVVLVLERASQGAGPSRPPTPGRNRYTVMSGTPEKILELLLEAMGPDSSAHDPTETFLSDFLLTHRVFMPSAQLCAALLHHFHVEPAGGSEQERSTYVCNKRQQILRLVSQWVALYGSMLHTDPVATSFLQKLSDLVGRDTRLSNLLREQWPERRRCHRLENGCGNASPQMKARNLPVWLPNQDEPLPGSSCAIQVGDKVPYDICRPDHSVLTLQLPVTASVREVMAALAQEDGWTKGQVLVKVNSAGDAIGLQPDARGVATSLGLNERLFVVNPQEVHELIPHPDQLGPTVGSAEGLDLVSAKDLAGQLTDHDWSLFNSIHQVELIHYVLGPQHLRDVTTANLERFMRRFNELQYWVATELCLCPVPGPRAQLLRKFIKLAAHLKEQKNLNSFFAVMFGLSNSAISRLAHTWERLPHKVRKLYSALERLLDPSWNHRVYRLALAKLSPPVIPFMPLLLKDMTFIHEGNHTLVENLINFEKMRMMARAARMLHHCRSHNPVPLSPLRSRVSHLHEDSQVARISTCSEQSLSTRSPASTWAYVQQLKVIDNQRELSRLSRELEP
PLK1 PBD block = qHTS for Inhibitors of PLK1-PDB (polo-like kinase 1 - polo-box domain): Primary Screen; Serine/threonine-protein kinase PLK1 (Homo sapiens), P53350; Plk1 PBD binding of FITC phosphopeptide, fluorescence polarization; 2.8% of 360,000 active; Potency, µM, without a hit: max response, negative = inhibition, hits mostly inhibitors; further: potency means the concentration at half of the fitted maximal effect; series mostly up to about 57 µM; on the % scale 0 is the no-effect control and ±100 the full control effect; nearly all actives have a fitted effect of over 65% in size
PI5P4K alpha inh = qHTS for Inhibitors of phosphatidylinositol 5-phosphate 4-kinase (PI5P4K). Phosphatidylinositol 5-phosphate 4-kinase type-2 alpha (Homo sapiens), P48426. PI5P4Kalpha enzyme, ADP-Glo luminescence, 60 min; active compounds read low. max response, %. 1.2% of 330,000 active; active means max response of -50% or lower; inconclusive means between -30% and -50%; inactive means -30% or higher; further: value at the top dose of about 77 µM; on the % scale 0 is the no-effect control and ±100 the full control effect
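ADP-Glo luminescence end-point after a 60 min room-temperature kinase reaction. PI5P4Kalpha and substrate in HEPES pH 7.4 buffer with EGTA, 0.1% CHAPS and 5% DMSO; ATP at 5 microM final.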
CCT modulator = High-Throughput Screening for Modulators of Cytosolic Chaperonin Activity; activity change, % (test concentration not listed), hits read low; purified chaperonin ATPase assay, HTRF ADP detection, 30 min; 0.3% of 360,000 active; AID 651819, 2012; in the data active means activity change below about -30%; further: on the % scale 0 is the no-effect control and ±100 the full control effect
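First, chaperonin was dispensed at 40 nM or 20 nM final depending on batch activity. Next, compounds were pinned at 76 uM and ATP added at 10 uM. After 30 min at 37 °C, ADP detection reagents ran 30 min at ambient temperature.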
EPAC1 agonist = qHTS for Agonist of cAMP-regulated guanine nucleotide exchange factor 3 (EPAC1): primary screen. Rap guanine nucleotide exchange factor 3 (Homo sapiens), O95398. EPAC1 agonist qHTS, biochemical assay; response scale: 100% = response to 6.5 mM cAMP. Potency, µM (doses to about 154 µM), without a hit: at the top dose activation, most hits filed as activators. 0.073% of 360,000 active; further: potency means the concentration at half of the fitted maximal effect; nearly all actives have a fitted effect of over 60% in size
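Compounds were pinned as a concentration titration into mixtures of EPAC1 (100 nM), BODIPY-GDP-loaded Rap1B (250 nM) and GDP (50 uM). After 5 min at room temperature, fluorescence was followed for 30 min; activity was scaled to 6.5 mM cAMP.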
WRN inhibitor = qHTS for Inhibitors of WRN Helicase; WRN helicase unwinding, fluorescent forked duplex, kinetic; Potency, µM (titrated, usually from 114 µM), for inactives: at the highest dose activity change, negative = inhibition, actives largely listed as inhibitors; 0.46% of 360,000 active; AID 651768, 2012; further: potency means the concentration at half of the fitted maximal effect; on the % scale 0 is the no-effect control and ±100 the full control effect; nearly all actives have a fitted effect of over 55% in size
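Screening of the MLSMR collection measured strand separation of a quenched forked DNA duplex (100 nM) by 20 nM WRN with 2 mM ATP, all final. Compounds were preincubated with enzyme 15 min at room temperature.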
Numbers without * were called inactive; ? = inconclusive; . = not tested or not shown; [ ] = another dose, or the depositor's remark. Unless noted, the call rests on the fitted dose curve; in most records, active means well fitted curve in the direction sought with a large enough effect; inconclusive means small, poorly fitted or top-dose-only effect, or another doubt; inactive means no such curve, though single readings can be large; an effect the other way counts as inactive or inconclusive. The list is partial, so the mix of outcomes need not match the whole.

Every second line gives: EPAC2 ag	IL-2 act	EPAC1 antagonist	PLK1 PBD block	PI5P4K alpha inh	CCT modulator	EPAC1 agonist	WRN inhibitor
> CCCCNc1ncnc2[nH]ncc12
 : 5%	-3.5	-6%	-11%	2	-3.1	5%	-22%
> Cc1cc(=O)[nH]c(SCC(=O)N2CCCc3ccccc32)n1
 : 7%	-0.1	10%	-16%	.	-0.6	0%	-7%
> O=C1CCCN1CCCNS(=O)(=O)c1ccc(Br)s1
 : 5%	-0.9	6%	-1%	0	-0.9	-7%	-32%
> CN(C)c1cc[nH]c(=O)c1C#N
 : 3%	-2.2	-11%	-7%	-6	-1.0	1%	21%[57.1 µM]
> CCCNC(=S)NNC(=O)c1cc(-c2cccnc2)nc2ccccc12
 : -3%	0.6	-15%	-3%	4	0.9	-1%	-9%
> COc1ccc(NC(=O)CS(=O)(=O)c2cn(CC(=O)N(C(C)C)C(C)C)c3ccccc23)c(OC)c1
 : -3%	-0.4	5%	-14%	-3	-1.3	7%	-22%
> O=C(CSc1ccc(-c2ccccn2)nn1)Nc1cccc(F)c1
 : -4%	-1.0	14%	-6%	1	0.6	-2%	-15%
> O=C(Nc1ccc(Cl)c(Cl)c1)Nc1cc(S(=O)(=O)N2CCOCC2)ccc1N1CCCC1
 : 7%	-2.4	-9%	17µM*	-13	-0.4	22%	-5%
> Cc1ccc(S(=O)(=O)NC(=O)Cn2nnc(-c3ccccc3)c2COc2ccc3ccccc3c2)cc1
 : 7%	0.4	?	?	-4	-1.2	-4%	-15%
> O=C(CN(c1ccccc1)S(=O)(=O)c1ccccc1)NCCSCc1ccco1
 : 9%	0.3	-6%	-10%	?	-0.8	0%	-12%[11.6 µM]
> CCOc1ccc(-c2noc(-c3cccnc3)n2)cc1OCC
 : -7%	-4.7	16%	-4%	0	0.8	14%	2%
> CCOC(=O)c1ccc(N2C(=O)C3C(/C=C/c4ccccc4)OC4(C(=O)c5ccccc5C4=O)C3C2=O)cc1 (configuration not stated)
 : 14%	1.5	100µM*	-10%	-2	-2.2	3%	-12%
> C=Cn1c(C(=O)O)cc(CC)c1-c1ccccc1
 : 4%	-1.8	4%	0%	7	1.2	-5%	4%
> CCOC(=O)c1n[nH]n2c1nc(=O)c1ccccc12
 : 3%	0.2	6%	-5%	3	1.7	-1%	16%
> CC(NC(=O)COC(=O)C1CCN(c2ccc(C(F)(F)F)cn2)CC1)c1ccc(F)cc1 (configuration not stated)
 : 8%	0.2	-18%	-10%	1	-7.9	-8%	-5%
> Cc1c(C(=O)N2CCN(S(=O)(=O)c3ccccc3)CC2)oc2ccccc12
 : 5%	0.5	1%	1%	-26	-2.6	11%	-12%
> COCc1cccc(-c2csc(C(NC(C)=O)c3ccc(F)c(F)c3)n2)c1 (configuration not stated)
 : 5%	-0.9	-19%	-6%	1	-1.2	1%	-3%
> Cc1ccccc1-c1noc(-c2ccc(Cl)cc2)n1
 : 5%	-2.7	10%	1%	2	1.5	8%	-8%
> CC1Cc2ccccc2N1CC(=O)NC(=O)NCc1ccco1 (configuration not stated)
 : 5%	-0.6	1%	-5%	-15	-1.7	-2%	-2%
> COc1ccc(C(=O)N2CCCC(c3ccccc3)=N2)cc1
 : 2%	1.1	3%	-2%	-3	-0.8	0%	-27%

Complete entries as entered above:
O=C(CN(c1ccccc1)S(=O)(=O)c1ccccc1)NCCSCc1ccco1 is listed as EPAC2 ag = 9%; IL-2 act = 0.3; EPAC1 antagonist = -6%; PLK1 PBD block = -10%; PI5P4K alpha inh = ?; CCT modulator = -0.8; EPAC1 agonist = 0%; WRN inhibitor = -12%[11.6 µM]
COCc1cccc(-c2csc(C(NC(C)=O)c3ccc(F)c(F)c3)n2)c1 (configuration not stated) is listed as EPAC2 ag = 5%; IL-2 act = -0.9; EPAC1 antagonist = -19%; PLK1 PBD block = -6%; PI5P4K alpha inh = 1; CCT modulator = -1.2; EPAC1 agonist = 1%; WRN inhibitor = -3%

New compounds follow
Every second line gives: EPAC2 ag	IL-2 act	EPAC1 antagonist	PLK1 PBD block	PI5P4K alpha inh	CCT modulator	EPAC1 agonist	WRN inhibitor
> COc1ccccc1Oc1coc2c(CN(C)C)c(O)ccc2c1=O
 : 17%	0.7	11%	2%	1	-0.1	8%	4%
> CSC1=NC(C)(C)CC2(C)Nc3ccccc3N12 (configuration not stated)
 : 2%	0.2	-7%	-5%	-3	0.9	4%	1%
> NS(=O)(=O)c1ccc(CCNC(=O)CNC(=O)Cc2cccc3ccccc23)cc1
 : -2%	-0.4	11%	?	2	0.6	-5%	3%
> CCOC(=O)N1CCN(CC(=O)Nc2cc3c(cc2C(C)=O)OCO3)CC1
 : 1%	2.2	-7%	-4%	-7	-4.3	-4%	1%
> Cc1cc(N2CCN(C)CC2)nc2ccc(NC(=S)N3CCN(c4ccc(Cl)cc4)CC3)cc12
 : 4%	-4.5	2%	-14%	-16	-3.4	6%	-2%
> O=C(O)C1CCCCC1C(=O)Nc1ccccc1F (configuration not stated)
 : 16%	4.2	0%	-6%	.	-1.1	11%	-6%
> CCn1nc(C(=O)OCC(=O)c2ccc(F)cc2)c2ccccc2c1=O
 : 4%	0.0	-8%	-6%	0	1.0	-10%	-6%
> COc1ccc2[nH]cc(CCNC(C)=O)c2c1
 : 1%	0.2	-10%	-17%	2	-0.9	-14%	0%
> COC(=O)c1sc2ccccc2c1C(=O)OC
 : 4%	-0.8	2%	-6%	.	-2.7	8%	7%
> CCCCCCCCN1C(=O)[C@H](CC(=O)N2CCCC2)C[C@@]2(C(=O)OC)CCCCC=C12
 : -8%	0.8	-18%	7%	22	-0.9	-26%	-3%
> Cc1ccc(-n2ncc3c(=O)n(CC(=O)NCc4ccco4)cnc32)cc1C
 : 11%	-0.7	-7%	0%	-3	-3.5	-4%	0%
> COc1ccccc1NCC(=O)n1nc(C)cc1C
 : 7%	1.7	-16%	-15%	7	-0.4	4%	7%
> Cn1cnnc1Sc1nc2c(c(=O)n(C)c(=O)n2C)n1Cc1ccccc1Cl
 : -5%	0.3	9%	-2%	.	2.1	-2%	6%
> CCC(=O)N(CCc1ccccc1)Cc1cc2cc3c(cc2[nH]c1=O)OCO3
 : 6%	1.2	10%	-2%	.	0.8	1%	-26%
> CC(=O)c1c(N2CCOCC2)nc(=S)n(-c2ccccc2)c1C
 : 9%	-2.2	7%	-11%	.	2.5	10%	-6%
> Cc1cc(=O)oc2cc(OCCSCCN3CCCC3)ccc12
 : 5%	-1.9	-13%	1%	-5	1.7	-11%	13%
> CN(C)CCN1CCc2ccccc21
 : -2%	-3.3	1%	-3%	-2	1.0	-4%	0%
> COC(=O)c1ccc(C23CC4(C2)[C@H](CN(C)[C@@H]4c2ccccc2)C3c2ccc(Cl)nc2)cc1 (some centres not stated)
 : 10%	0.6	0%	-4%	1	-0.9	12%	-2%
> CCOc1ccc(Br)cc1S(=O)(=O)Nc1ccc(S(=O)(=O)Nc2cc(C)on2)cc1
 : 1%	-0.4	40µM*	-6%	8	0.5	3%	-3%
> O=C1CC(c2ccccc2)CC2=C1C1(CCCC1)N=C(Nc1nc3ccccc3o1)N2 (configuration not stated)
 : 9%	-0.2	-12%	.	.	.	9%	.

New compounds follow:
Every second line gives: EPAC2 ag	IL-2 act	EPAC1 antagonist	PLK1 PBD block	PI5P4K alpha inh	CCT modulator	EPAC1 agonist	WRN inhibitor
> COc1ccc(/C=N/N=C/c2ccc(OC)cc2)cc1
 : 7%	-4.0	-3%	-5%	-1	0.8	-2%	-2%
> COc1ccc(OCc2nc(C#N)c(NCCCn3ccnc3)o2)cc1
 : -3%	-2.7	0%	-3%	2	2.3	-3%	-18%
> COc1ccc(NC(=O)COC(=O)C2CCN(C(=O)c3ccc(Cl)cc3)CC2)c([N+](=O)[O-])c1
 : -3%	0.1	-7%	1%	-2	-1.5	4%	-1%
> O=C(O)C1CCN(S(=O)(=O)Cc2ccccc2)CC1
 : 7%	-0.3	22%	-6%	-6	-2.4	9%	2%
> Cc1cccc(C)c1NC(=O)C(NC=O)c1ccccc1Cl (configuration not stated)
 : 5%	0.1	2%	-2%	0	0.3	4%	1%
> COc1ccc(NC(=O)COc2ccc3c(C)cc(=O)oc3c2)cc1S(=O)(=O)N1CCCCC1
 : 2%	1.0	-15%	-3%	-1	1.2	10%	0%
> CC(C)(C(=O)N1CCC1(C)C(=O)NS(=O)(=O)c1cccc(Cl)c1)c1ccccc1 (configuration not stated)
 : 7%	-0.2	-16%	-16%	2	-0.2	-3%	1%
> CC(C)(C)C(=O)CSc1ncnc2sc3c(c12)CCC3
 : 12%	0.7	-3%	-2%	17	-2.4	5%	1%
> CC1=NCCN1S(=O)(=O)c1cc(Cl)ccc1Cl
 : 10%	-1.2	?	-9%	.	-2.4	6%	0%
> Cc1ccc(S(=O)(=O)N2CCN(C(=O)COC(=O)c3ncc(Cl)c(Cl)c3Cl)CC2)c(C)c1
 : 9%	0.5	7%	-12%	0	0.0	-1%	0%
> O=C(CN(C1CCCCC1)S(=O)(=O)c1ccc(Cl)cc1)NCc1cccnc1
 : -6%	-4.3	2%	-5%	1	-0.2	-10%	8%

Some entries already given, reduced to PLK1 PBD block, PI5P4K alpha inh and IL-2 act:
canonical_smiles,PLK1 PBD block,PI5P4K alpha inh,IL-2 act
CC(C)(C)C(=O)CSc1ncnc2sc3c(c12)CCC3,-2%,17,0.7
CC(C)(C(=O)N1CCC1(C)C(=O)NS(=O)(=O)c1cccc(Cl)c1)c1ccccc1 (configuration not stated),-16%,2,-0.2
O=C(CN(C1CCCCC1)S(=O)(=O)c1ccc(Cl)cc1)NCc1cccnc1,-5%,1,-4.3
COc1ccc(NC(=O)COc2ccc3c(C)cc(=O)oc3c2)cc1S(=O)(=O)N1CCCCC1,-3%,-1,1.0
O=C(O)C1CCN(S(=O)(=O)Cc2ccccc2)CC1,-6%,-6,-0.3
COc1ccc(NC(=O)COC(=O)C2CCN(C(=O)c3ccc(Cl)cc3)CC2)c([N+](=O)[O-])c1,1%,-2,0.1
